K1F lysis inhibition: inhibition of K1F phage lysis, E. coli UTI89, bacterial capsule biogenesis inhibitors, alamar blue (AID 488966). E. coli UTI89 K1F phage lysis, alamar blue, 2 h; higher % means a stronger effect. one-dose inhibition, % at 100 µM; IC50 in µM for titrated hits. hit rate 0.02% among 340,000;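 active means phage lysis inhibition, versus mean bacterial control, above a set limit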;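 further: capsule biogenesis inhibitors block K1F phage lysis so surviving cells raise fluorescence; higher fluorescence means more inhibition of phage lysis; actives were called in the ten point dose series up to 300 µM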
MT stabilize HCS: stabilizes microtubules in HeLa cells | HeLa tubulin immunostaining HCS, 24 h; share of cells brighter than vehicle mean+2SD | % tubulin-high responders, % at 10 µM | hit rate 0.83% among 200,000;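 active means plate Z-score above 3 for both tubulin-high and condensed-nucleus cell shares, with cell loss under 80%, at 10 µM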;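 further: anti alpha tubulin signal scored within the nucleus-defined area of each cell; some results filed as inactive read as strong as hits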
ER stress rescue: protection against thapsigargin-triggered cell killing – 384-well, CSM14.1, ATP luminescence, primary screen (AID 1222); CSM14.1 thapsigargin-induced death rescue, ATP luminescence; higher % means a stronger effect; cellular ATP content (survival), % at 20 µM; hits with a dose series show EC50 in µM; 190,000 tested, under 10 active;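 active means EC50 below 50 µM in the dose-response confirmation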;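 further: death triggered by thapsigargin at about 15 µM added after 2 h compound pretreatment; cell ATP read after overnight thapsigargin exposure of roughly 18 to 22 hours; normalized against plate controls of thapsigargin alone and 5% DMSO vehicle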
M17LAP inhibition: P. falciparum M17LAP inhibitors, primary screen, biochemical, fluorogenic H-Leu-NHMec substrate, 1536-well (AID 1619); inhibition, % at 30 µM; hits with a dose series show IC50 in µM; recombinant M17LAP, H-Leu-NHMec fluorogenic kinetic assay; higher % means a stronger effect; hit rate 0.38% among 220,000;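 active means compound inhibiting the enzyme by more than half at any dose during confirmatory dose-response retesting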;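 further: plate controls were full reaction with DMSO carrier for no effect and no enzyme background for full effect; strong numbers were not always called active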
b-catenin transl: beta-catenin nuclear translocation modulation; HeLa beta-catenin nuclear translocation, immunofluorescence imaging; nuclear translocation activity, % at 5 µM; hit rate 0.3% among 190,000; AID 1665;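 active means nuclear translocation activity above 50% at 5 µM, with a well cell count of 50 or more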;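 further: per-cell ratio of nuclear to cytoplasmic median beta-catenin stain intensity; plate controls were DMSO negative control for no effect and GSK-3 inhibitor IX positive control for full effect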
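Test system: human HeLa cells, native beta-catenin. Compound dosing: 5 µM primary single dose, 0.1% DMSO, 0.02–20 µM confirmation series. Incubation: compound exposure 24 h at 37°C. Detection: beta-catenin immunostaining with DAPI counterstain, 20x imaging, 6 fields/well. Read-out basis: Nuclear/cytoplasmic beta-catenin signal ratio, % activation.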
Autophagy HCS: alters autophagy in cells; hit rate 0.98% among 190,000; MEF GFP-LC3 puncta imaging; test concentration mostly 10 µM; calls only at 10 µM (by protocol); AID 463193;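 active means percentage of spot-positive cells more than 3 SD above its plate mean, without a fluorescence outlier flag or 80% toxicity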;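 further: spot-positive cell cutoff set from DMSO-treated cells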
M1AAP inhibition: P. falciparum M1AAP inhibitors, biochemical, fluorogenic H-Leu-NHMec substrate, 1536-well (AID 1445) | recombinant M1AAP, H-Leu-NHMec fluorogenic kinetic assay; higher % means a stronger effect | one-dose inhibition, % at 30 µM; IC50 in µM for titrated hits | hit rate 0.42% among 220,000;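 active means primary inhibition above the hit cutoff, then over 50% inhibition at one or more dose response concentrations, cut at about 23% in these data, passing the limit was not always enough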;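 further: plate controls were DMSO full reaction for no effect and no enzyme background for full effect; strong numbers were not always called active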
Dynein transport: blocks dynein driven cargo transport along microtubules; 3617.4 mouse cells, GR-EGFP nuclear translocation imaging; test concentration mostly 20 µM; stimulated with dexamethasone, 1 µM; active compounds read low; z-score, hits read low; hit rate 0.47% among 220,000; AID 1381;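 active means plate z-score of nuclear minus cytoplasmic receptor signal below a set negative limit, without overly bright fluorescence or cell loss, cut at about -3.5 in these data, passing the limit was not always enough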;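 further: z-score of nuclear minus cytoplasmic ring GR-EGFP intensity difference per well; some compounds called inactive have numbers as strong as hits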
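medium = tetracycline-free induction medium containing charcoal-stripped FBS | probe or stimulus = dexamethasone, 1.0 µM final | timing = 48 h induction, then 1 h compound, then 30 min agonist, 37 °C | detection = automated 10x imaging of fixed Hoechst-stained cells | read-out basis = nuclear versus cytoplasmic GR-EGFP signal, averaged per well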
Insulin prom up: MIN6 insulin promoter up-regulation; MIN6 insulin promoter-GFP reporter, high-content imaging; active compounds read high; AID 1625; hit rate 0.3% among 190,000; z-score at 5 µM;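 active means z-score above 3 at 5 µM with at least 500 cells counted in the well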
Dynein transport cytoplasmic EGFP: further read-out of Dynein transport, marked with its call; z-score; measured here: cytoplasmic GR-EGFP intensity; active compounds read high
Dynein transport nuclear GR-EGFP: also measured in Dynein transport; calls as there; z-score; measured here: nuclear GR-EGFP intensity;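 lower value marks the stronger effect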
Dynein transport cell count: further read-out of Dynein transport, marked with its call; z-score; measured here: cell count per field
Insulin prom up cell count: recorded beside Insulin prom up, whose call it bears; cell count; measured here: cytotoxicity, nuclei count;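 total cells summed across four imaged fields per well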
b-catenin transl cell count 5 µM: further read-out of b-catenin transl, marked with its call; cell count; measured here: cell count, cytotoxicity flag
MT stabilize HCS Hoechst-high %: further read-out of MT stabilize HCS, marked with its call; % Hoechst-high responders; measured here: nuclear condensation Hoechst responders;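 share of cells brighter than vehicle mean plus two SD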
MT stabilize HCS cytotoxicity %: further read-out of MT stabilize HCS, marked with its call; toxicity, %; measured here: cytotoxicity by cell density;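 0% = mean cell density of plate MIN control wells and 100% = no cells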
Autophagy HCS cell loss 18 h: second read-out of Autophagy HCS, no call of its own (marks repeat the call); toxicity, %; measured here: cell loss, nuclei count;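 cell loss after 18 h compound exposure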
Active calls of the source: *; i = inactive; . = not tested or not shown; [ ] = remark or other dose.

SMILES	K1F lysis inhibition	MT stabilize HCS	MT stabilize HCS Hoechst-high %	MT stabilize HCS cytotoxicity %	ER stress rescue	M17LAP inhibition	b-catenin transl	b-catenin transl cell count 5 µM	Autophagy HCS	Autophagy HCS cell loss 18 h	M1AAP inhibition	Dynein transport	Dynein transport cytoplasmic EGFP	Dynein transport nuclear GR-EGFP	Dynein transport cell count	Insulin prom up	Insulin prom up cell count
CCOC(=O)C1CCN(c2c(NCc3ccc(C(=O)NC(C)CC)cc3)c(=O)c2=O)CC1 (stereo unspecified)	0.7%	3.2	2.1	4.4	2.0%	-10.0%	-6.5	1008	i	-8.7	7.0%	1.19	-0.259	0.731	0.0385	-0.57	1356
Cc1cc(=O)[nH]c(S/C=C/c2ccccc2)n1	i	2.7	2.1	5.3	-4.9%	17.9%	.	.	i	-2.8	6.7%	1.26	-0.0896	0.529	-0.888	0.38	1225
Cc1cc2c(cc(C(=O)NCc3cccnc3)n2Cc2ccc(Cl)cc2)o1	14.8%	2.2	2.8	16.1	-1.3%	15.0%	3.9	1193	i	-7.1	4.5%	1.68	0.0299	1.74	-1.55	-0.57	1155
Cc1ccc(S(=O)(=O)NNC(=O)c2cc(C)cs2)cc1	-1.7%	.	.	.	.	6.4%	0.6	1266	.	.	8.1%	-0.346	-0.221	-0.12	0.856	0.16	1063
CC1CCCN(S(=O)(=O)c2ccc(C(=O)Nc3nnc(-c4ccncc4)o3)cc2)C1 (stereo unspecified)	0.0%	2.3	1.9	0.1	-1.1%	10.6%	-1.1	1118	i	2.2	2.5%	-0.657	-0.273	-0.402	0.295	.	.
O=C(CCn1c(=O)oc2ccccc21)N1CCOCC1	2.9%	4.5	1.1	4.3	0.5%	8.6%	-0.3	850	i	15.8	-1.6%	2.85	-0.226	1.1	-1.11	0.51	1254
CC(=O)Oc1ccccc1C1=NN(C(C)=O)C(c2ccccc2)C1 (stereo unspecified)	0.2%	3.1	2.0	6.8	3.4%	-2.4%	-0.8	864	i	13.6	1.8%	-0.173	-0.172	-0.0301	0.235	-0.53	1443
O=C(NC(NC(=S)N1CCOCC1)C(Cl)(Cl)Cl)c1ccc(Cl)cc1 (stereo unspecified)	0.1%	1.8	1.5	3.5	-2.0%	14.6%	-4.0	1050	i	15.1	19.1%	-0.125	-0.301	-0.0529	0.523	-0.1	1439
Cc1cc(C)cc(Nc2c(F)c(F)c(F)c(F)c2C(=O)O)c1	.	1.8	1.8	4.4	-1.0%	10.4%	0.1	1082	i	14.6	7.0%	-0.619	-0.245	-0.366	0.686	0.4	1199
COc1ccc(NC(=O)COc2ccc(CNCCCN3CCOCC3)cc2OC)cc1	3.0%	2.3	1.3	4.4	-1.1%	13.5%	-2.0	1405	i	40.7	-2.0%	-0.0785	-0.203	-0.331	1.05	-0.03	1279
Cc1ccn2cc(C(=O)Nc3ccc4c(c3)OCCO4)nc2c1	-0.4%	2.1	2.0	9.2	1.3%	-0.2%	-0.7	1018	i	0.7	-1.4%	-0.221	-0.188	0.0105	0.272	0.28	1399
N#Cc1c(NC(=O)CSc2nc(N)cc(=O)[nH]2)sc2c1CCCCCC2	10.9%	2.1	1.1	1.2	-1.8%	4.5%	0.0	998	i	3.1	-0.2%	-0.204	-0.184	0.209	0.307	-1.17	1657
CCCCC(=O)Nc1ccc(C(=O)OC2CCCCC2)cc1	0.9%	2.3	1.3	14.1	1.6%	-2.8%	1.4	1143	i	-7.2	10.2%	1.61	-0.221	0.545	-0.714	-0.09	934
COc1cc([N+](=O)[O-])cc(/C=N/NC(=O)C(C)Nc2cccc(C)c2)c1O (stereo unspecified)	-0.1%	3.2	3.7	3.2	-1.4%	-12.8%	-0.1	1003	i	-5.8	11.2%	0.481	0.951	0.764	6.05	-0.23	1474
Cc1ccc(N=C2NC(=O)/C(=C/c3cccnc3)S2)cc1C	-0.7%	.	.	.	.	10.3%	1.6	1267	.	.	2.5%	-0.641	-0.239	-0.386	0.542	-0.03	1090
CCC(C)(C)C(=O)Nc1cc([N+](=O)[O-])ccc1F	2.7%	5.0	2.7	6.4	-2.0%	-18.7%	0.2	1119	i	18.6	-0.2%	-0.674	-0.151	-0.618	0.784	0.27	1396
COc1ccc(C)cc1Nc1nc(-c2c(C)[nH]c3ccccc23)cs1	0.1%	1.7	1.7	8.5	3.7%	-12.2%	3.5	1009	i	9.9	6.7%	0.166	-0.234	0.562	-0.127	-0.18	1149
O=C(NCCN1CCCCC1)Nc1ccccc1	2.8%	0.7	1.0	9.3	-2.6%	13.3%	1.7	983	i	-1.7	4.7%	-0.411	-0.208	-0.0656	0.474	.	.
N/C(=N\OC(=O)CN1C(=O)c2ccccc2C1=O)c1ccc(Cl)cc1	-0.1%	3.2	2.7	7.7	-0.7%	-6.3%	-1.6	1049	i	13.3	-1.3%	-0.802	-0.219	-0.282	0.879	-0.15	1563
COc1ccc(-c2ccc(SCC(=O)NCc3ccc4c(c3)OCO4)nn2)cc1OC	0.9%	2.5	2.5	9.6	-2.0%	7.8%	-5.0	954	i	-5.3	7.5%	-0.709	-0.203	-0.581	0.185	0.1	1704
S=C(NC12CC3CC(CC(C3)C1)C2)N1CCCC1	1.2%[50 µM]	2.4	1.8	8.4	-0.7%	-10.1%	-1.5	985	i	0.5	0.7%	-0.23	-0.248	-0.0481	0.494	0.49	1373
C=CCn1c(SCC(=O)Nc2nccs2)nnc1-c1cc2cccc(OC)c2o1	3.7%	4.0	1.6	8.6	-2.9%	-10.3%	.	.	i	-0.3	5.0%	-0.4	-0.223	-0.169	-0.536	-3.45	1148
CN=C1S/C(=C\c2ccc(Sc3ccc(Cl)cc3)o2)C(=O)N1C	.	3.6	1.4	8.8	2.9%	10.0%	.	.	i	1.3	7.1%	2.21	-0.215	-0.0751	-1.29	.	.
O=C(Cn1c(=O)n(-c2ccc(F)cc2)c(=O)c2sccc21)NC1CCCCC1	0.0%	2.0	1.3	4.9	3.9%	1.4%	.	.	i	6.6	3.0%	-0.369	-0.263	-0.104	-0.0436	0.15	1227
CCCCNC(=O)NCC(=O)Nc1ccc(F)c(F)c1	0.2%	3.3	1.7	10.1	2.5%	-7.5%	-8.3	1200	i	-39.5	5.3%	-0.577	-0.191	-0.135	0.58	.	.
COc1ccc(NC(=O)COC(=O)c2cccc(S(=O)(=O)N(C)C)c2)cc1	-0.4%	1.1	2.3	6.4	0.9%	1.1%	-3.4	1076	i	8.2	-1.6%	-0.0558	0.26	-0.247	0.0896	-0.04	1615
O=C(NCc1ccco1)c1ccc(Cl)c(S(=O)(=O)Nc2ccccc2)c1	-0.6%	1.7	2.0	4.9	-0.5%	2.3%	1.1	1007	i	22.0	1.8%	2.17	-0.146	1.34	-1.94	-0.28	1456
CCn1c(CSc2n[nH]c(N)n2)nc2cc(C(=O)O)ccc21	0.1%	6.6	2.7	6.6	-0.2%	-1.5%	3.0	1064	i	2.4	1.2%	1.56	-0.27	1.05	0.000561	0.39	1046
O=C(CSc1nnc(-c2ccc(C(F)(F)F)cn2)o1)Nc1cccc(Cl)c1	-0.5%	.	.	.	.	8.8%	0.0	1329	.	.	-1.4%	-1.38	-0.246	-0.398	2.13	.	.
CCC(C(=O)N1CCN(S(C)(=O)=O)CC1)c1ccccc1 (stereo unspecified)	10.2%	2.7	1.2	3.6	.	-2.4%	0.4	915	i	-7.6	2.8%	0.299	-0.25	-0.0668	0.972	0.18	1125
Cc1ccc(S(=O)(=O)NC2=NCN(Cc3ccccc3)CN2)cc1	0.2%	4.4	1.8	9.9	-0.2%	-11.4%	0.4	1190	i	-1.0	1.6%	2.92	0.0635	2.81	-2.66	0.05	1210
COc1ccc(C(=O)NNC(=O)Nc2ccc(C)cc2)cc1	1.2%[50 µM]	2.9	1.7	1.3	0.1%	6.5%	-4.1	545	i	15.5	-2.6%	1.41	-0.00903	1	-1.51	-0.31	1201
O=C(CN1C(=O)C2C3C=CC(C4CC34)C2C1=O)Nc1cnc2ccccc2c1 (stereo unspecified)	-0.2%	1.0	1.0	5.8	-2.7%	21.7µM*	-0.2	1512	i	-11.4	3.9%	-0.365	-0.223	-0.0868	-0.105	-0.5	1435
CCOC(=O)c1c(/N=C/c2ccc(C)cc2O)sc2c1CCN(C)C2	0.5%	.	.	.	.	-2.2%	0.3	1356	.	.	12.5%	-0.302	-0.257	0.295	0.219	-0.26	1270
O=C(O)Cn1cnc2scc(-c3cccs3)c2c1=O	4.8%	1.9	1.5	8.4	1.5%	.	-1.6	1167	i	-4.5	.	-0.686	-0.156	-0.249	0.63	.	.
CCOCCn1c(SCC)nc2c1c(=O)[nH]c(=O)n2C	0.3%	2.5	1.4	5.3	-3.0%	0.3%	-1.5	517	i	-1.9	4.3%	-0.618	-0.224	-0.686	-0.48	.	.
